rTrxR1 inhibitor = blocks rat thioredoxin reductase 1. hit rate 1% among 390,000. O89049. Potency, µM (series often up to 114 µM), without a hit: top-dose activity change, negative = inhibition, actives largely listed as inhibitors. AID 588453. recombinant rTrxR1, NADPH fluorescence consumption, selenite substrate; note: % is set by controls: 0 for no effect and ±100 for the full control effect; nearly all actives have a fitted effect of over 65% in size
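Rat TrxR1 (90 nM in the dispensed reagent) was pre-reduced with 400 uM NADPH for 5 min at room temperature, then incubated with compound for 15 min. After 400 uM selenite was added, NADPH fluorescence (Ex 340/Em 450 nm) was followed for 8 min.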
mIDH1 inhibitor = inhibitors of human mutant IDH1 R132H; hit rate 0.093% among 390,000; Potency, µM (titrated, usually from 76.6 µM), inactives show at the top dose activity change, negative = inhibition, hits mostly inhibitors; O75874; IDH1-R132H enzyme, NADPH consumption, diaphorase/resazurin fluorescence; note: % is set by controls: 0 for no effect and ±100 for the full control effect; nearly all actives have a fitted effect of over 65% in size
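IDH1-R132H (0.5 ug/mL) preincubated 30 min with compound, then NADPH (0.016 mM) and alpha-KG (2 mM) added; 80 min at RT, pH 7.5. Remaining NADPH coupled via diaphorase/resazurin to fluorescence (540/590 nm); concentration-response curves normalized to no-enzyme control.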
USP1-UAF1 inh = USP1/UAF1 (human) deubiquitinase inhibition; O94782; recombinant USP1/UAF1, Ub-Rhodamine cleavage fluorescence; Potency, µM (top dose mostly 57.1 µM), without a hit: top-dose activity change, negative = inhibition, actives largely listed as inhibitors; hit rate 0.23% among 390,000; AID 743255; note: % is set by controls: 0 for no effect and ±100 for the full control effect; nearly all actives have a fitted effect of over 60% in size; inactives centre near -12
Target sequence (O94782 whole entry, looked up): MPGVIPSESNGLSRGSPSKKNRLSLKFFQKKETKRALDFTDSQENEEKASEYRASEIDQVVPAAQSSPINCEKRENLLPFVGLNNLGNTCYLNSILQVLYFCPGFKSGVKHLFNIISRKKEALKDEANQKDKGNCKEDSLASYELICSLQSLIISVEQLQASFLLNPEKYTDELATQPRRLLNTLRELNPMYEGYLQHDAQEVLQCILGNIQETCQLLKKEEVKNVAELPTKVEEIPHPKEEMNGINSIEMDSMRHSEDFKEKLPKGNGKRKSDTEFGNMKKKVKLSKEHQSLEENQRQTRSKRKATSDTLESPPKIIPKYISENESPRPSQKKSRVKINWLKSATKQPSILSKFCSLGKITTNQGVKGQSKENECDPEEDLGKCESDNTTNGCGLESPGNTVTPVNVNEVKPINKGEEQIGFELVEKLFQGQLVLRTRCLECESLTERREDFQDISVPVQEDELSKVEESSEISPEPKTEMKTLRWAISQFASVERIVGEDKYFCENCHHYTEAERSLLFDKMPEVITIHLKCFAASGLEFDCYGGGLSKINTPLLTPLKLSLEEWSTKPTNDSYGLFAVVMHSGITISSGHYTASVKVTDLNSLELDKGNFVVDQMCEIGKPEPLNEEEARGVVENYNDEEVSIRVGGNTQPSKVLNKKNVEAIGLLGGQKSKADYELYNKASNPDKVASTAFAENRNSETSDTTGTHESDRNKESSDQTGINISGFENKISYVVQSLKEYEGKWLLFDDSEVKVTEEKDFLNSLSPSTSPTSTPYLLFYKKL
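Step one: compound is pinned into 1nM USP1/UAF1 in HEPES pH 7.8 buffer with TCEP. Step two: 15 min room-temperature incubation. Step three: Ub-Rho (150nM final) starts cleavage, tracked by fluorescence over six one-minute reads.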
TrxR1 substrate = substrates of rat thioredoxin reductase 1 | purified TrxR1 substrate turnover, NADPH consumption readout | hit rate 0.01% among 390,000 | Potency, µM (top dose mostly 114 µM), without a hit: at the highest dose activity change, negative = substrate turnover; note: % is set by controls: 0 for no effect and ±100 for the full control effect; nearly all actives have a fitted effect of over 50% in size
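Rat TrxR1, dispensed at 90 nM, was prereduced with 400 uM NADPH (final) for 5 min at ~22 deg C, then incubated with compound 15 min before 400 uM selenite. A first-read NADPH fluorescence drop versus no-compound background flagged substrates.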
Vif-APOBEC3F blk = inhibitors of Vif-A3F interaction | HeLa A3F-eYFP + Vif (tagged APOBEC3F with the HIV-1 protein that degrades it), YFP fluorescence increase | Potency, µM (highest dose often 46.1 µM), for inactives: top-dose activity, negative = active | hit rate 0.2% among 390,000; note: % of control where 0% means no effect; nearly all actives have a fitted effect of over 65% in size
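HeLa cells stably expressing A3F-eYFP plus Vif, plated and incubated overnight at 37 deg C, then exposed to compounds overnight at 37 deg C. Blocked degradation read as raised yellow fluorescence (Ex 488/Em 500-530).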
RGS4 inh = human RGS4 inhibition. P49798. Transcreener GDP fluorescence polarization, RGS4-accelerated GTP hydrolysis. Potency, µM (doses to about 114 µM), without a hit: at the highest dose activity change, negative = inhibition, usual class: inhibitors. hit rate 0.039% among 390,000. AID 504845; note: % is set by controls: 0 for no effect and ±100 for the full control effect; nearly all actives have a fitted effect of over 75% in size; some results filed as inactive show a strong effect at the top dose
Target sequence (P49798 whole entry, looked up): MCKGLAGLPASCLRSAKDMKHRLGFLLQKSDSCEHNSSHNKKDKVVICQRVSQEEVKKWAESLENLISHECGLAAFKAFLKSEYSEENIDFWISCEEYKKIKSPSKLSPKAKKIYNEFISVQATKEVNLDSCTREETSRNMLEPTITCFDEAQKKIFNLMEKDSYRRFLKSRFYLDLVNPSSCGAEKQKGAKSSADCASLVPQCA
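MLSMR compounds (23 nl, pin-transferred) preincubated 10 min at room temperature with a 500nM (2x) first reagent, then RGS4 at 900nM (2x) plus Transcreener GDP mix added; fluorescence polarization (620/688 nm) read before and after 90 min at 30 °C.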
Vif-APOBEC3G blk = Vif-A3G binding inhibition; hit rate 0.076% among 410,000; HeLa A3G-eYFP + Vif (tagged APOBEC3G with the HIV-1 protein that degrades it), YFP fluorescence, overnight; Potency, µM (titrated, usually from 46.1 µM), for the others: at the highest dose activity, negative = active, hits mostly inhibitors; AID 602310; Q9HC16;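 note: % is set by controls: 0 for no effect and ±100 for the full control effect; nearly all actives have a fitted effect of over 60% in size; hits raise eYFP signal because A3G escapes Vif-driven loss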
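HeLa cells stably expressing Vif and C-terminally eYFP-tagged A3G, seeded overnight at 37 deg C, then exposed to compound by pintool overnight at 37 deg C. Rise in yellow fluorescence (Ex 488/Em 500-530, Acumen) marks blocked Vif-driven A3G degradation.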
RXFP1 agonist = agonists of human relaxin receptor RXFP1; AID 2676; Q9HBX9; HEK293T-RXFP1 cAMP TR-FRET, 30 min; response scale: percent of porcine relaxin response, buffer zero; hit rate 0.3% among 370,000; Potency, µM (titrated, usually from 57.5 µM), for the others: at the top dose activation, usual class: activators; note: % is set by controls: 0 for no effect and ±100 for the full control effect; nearly all actives have a fitted effect of over 60% in size; many of its hits are not listed in these tables
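HEK293 cells stably expressing RXFP1, treated 30 min at 37C with compounds plus PDE4 inhibitor Ro 20174; cAMP measured by HTRF TR-FRET. Normalized to buffer and 29 nM porcine relaxin; EC50 by Hill fit.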
ALOX12 inh = blocks human arachidonate 12S-lipoxygenase; Potency, µM (series often up to 108 µM), without a hit: at the highest dose activity change, negative = inhibition, most hits filed as inhibitors; hit rate 1.1% among 580,000; purified 12hLO, xylenol orange hydroperoxide absorbance; P18054; note: % is set by controls: 0 for no effect and ±100 for the full control effect
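Purified human 12hLO at 150 nM in 25 mM Hepes, 0.01% Triton X-100, pH 7.0, preincubated 15 min at room temperature with compound. Reaction started with 40 uM arachidonic acid, 30 min at room temperature. Hydroperoxide measured by Fe-xylenol orange, 573/405 nm absorbance ratio.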
Starred values were filed as active, the others as inactive; i = inactive; ? = inconclusive; . = not tested or not shown; [ ] = dose if it differs, or a comment. Calls come from the whole dose curve; as a rule, active = well fitted curve in the direction sought with a large enough effect; inconclusive = small, poorly fitted or top-dose-only effect, or another doubt; inactive = no such curve, though single readings can be large; an effect the other way counts as inactive or inconclusive. Potency is the fitted concentration of half-maximal effect. The list is partial; rates above refer to the full screens.

Below each SMILES: rTrxR1 inhibitor	mIDH1 inhibitor	USP1-UAF1 inh	TrxR1 substrate	Vif-APOBEC3F blk	RGS4 inh	Vif-APOBEC3G blk	RXFP1 agonist	ALOX12 inh
> CCOC(=O)C1=C(COC(=O)c2ccc([N+](=O)[O-])o2)NC(=O)NC1C (stereo not given)
 : 28µM*	1%	?	-2%	1%	8%	-9%	0.9%	-16%
> COc1cc(/C=N/n2c(-c3cc(C)[nH]n3)n[nH]c2=S)cc(OC)c1O
 : ?	7%	-6%	-8%	2%	-46%	1%	2.5%	?
> O=C(c1cc(-c2ccc(Cl)cc2)on1)N(Cc1ccc(F)cc1)Cc1ccco1
 : 25%	-10%	-8%	0%	-9%	-3%	1%	2.4%	-23%
> O=C(NC(=S)Nc1ccccn1)c1ccccc1
 : 7%[57.1 µM]	-10%	-29%	13%[57.1 µM]	-25%	1%	1%	-3.7%	?
> C=CCn1c(-c2ccncc2)n[nH]c1=S
 : ?	-22%	-14%	-5%[57.1 µM]	-6%	5%	3%	-1.2%	-20%
> Cc1cccc(NC(=O)C2CCN(C(=O)[C@@H]3Cc4ccccc4CN3)CC2)c1
 : -33%	8%	-15%	-8%	-22%	-24%	-1%	-0.9%	?
> Cc1ccccc1Cc1c(C)nc2c(C(=O)N3CCN(Cc4ccc5c(c4)OCO5)CC3)cnn2c1C
 : 22%	-2%	-9%	25%	-14%	4%	4%	.	-21%
> CN(C)Cc1cc(O)c(CN(C)C)cc1O
 : 14µM*	13%	?	-14%	11%	0%	0%	-0.1%	?
> O=C1CC(Cc2ccccc2)C(=O)N1c1ccccn1 (stereo not given)
 : 14%[57.1 µM]	-2%	-11%	9%[57.1 µM]	-9%	-19%	2%	-0.1%	8%
> COc1cc(C(=O)N/N=C/c2coc3ccc(Cl)cc3c2=O)ccc1O
 : ?	-15%	-25%	0%	2%	-3%	1%	-0.5%	?
> CCN(CC)S(=O)(=O)c1cccc(C(=O)N/N=C/c2ccc(N3CCOCC3)cc2)c1
 : -5%	-17%	-9%	-8%	-7%	14%	12%	5.3%	-8%
> CCN1CCN(C(=O)CSc2ccc(C)cc2)CC1
 : 41%	-6%	-16%	4%	6%	11%	6%	1.1%	24%
> CCn1c(SCC(=O)N2CCCc3ccccc32)nc2c(c1=O)SC(C)C2 (stereo not given)
 : -1%[57.1 µM]	13%	-19%	-3%[57.1 µM]	-4%	-36%	3%	0.4%	25%
> Cn1c(C(=O)NCCC2=CCCCC2)cc2c(=O)n3ccccc3nc21
 : 10%[57.1 µM]	-12%	-18%	32%[57.1 µM]	-2%	-11%	0%	3.7%	-7%
> O=C(NC1CCCC1)C(c1cccnc1)N(Cc1ccccc1F)C(=O)c1csnn1 (stereo not given)
 : 12%	-4%	-24%	0%	0%	-15%	3%	2.5%	8%
> CCOC(=O)c1ccc(NC(=O)C2CCCO2)cc1 (stereo not given)
 : 23%[57.1 µM]	7%	-12%	26%[57.1 µM]	-2%	-8%	-3%	-1.9%	-18%
> C[C@@H]1COC(=O)[C@@H](CC(=O)OC(C)(C)C)C/C=C\C[C@@H](CC(=O)NCCO)C(=O)N1
 : 11%	-12%	-28%	2%	0%	-5%	2%	.	-8%
> CCn1nnc(NC(=O)COc2ccc(C3CCCCC3)cc2)n1
 : 18%	3%	3%	-6%[57.1 µM]	-2%	-12%	3%	0.1%	-23%
> O=C(O)c1ccc(CSc2nc(-c3ccccc3)cc(C(F)(F)F)n2)cc1
 : -11%	-4%	-9%	-9%	-20%	4%	-28%	-0.6%	2%
> CC(=O)Nc1sc(N)nc1-c1ccccc1
 : 9%	8%	?	1%	-3%	-8%	0%	-3.9%	1%
> Cc1nc(NC(=O)CC(C)C)sc1-c1csc(Nc2ccc(Cl)cc2Cl)n1
 : 15%	-5%	-13%	5%[57.1 µM]	2%	-13%	-6%	0.2%	-20%
> O=C(O)COc1c(-c2ccc(Cl)cc2)oc2ccccc2c1=O
 : 10%[57.1 µM]	-4%	1%	10%	4%	6%	3%	0.6%	0%
> CC(=O)c1cccc(NC(=O)c2ccc(N(Cc3ccccc3)S(C)(=O)=O)cc2)c1
 : 42%[activator]	0%	-5%	5%[0.457 µM]	4%	-36%	-6%	2.9%	0%
> COc1ccc(-c2cc(C(F)(F)F)c3c(n2)sc2c(O)cc(=O)[nH]c23)c(OC)c1
 : -21%	4%	?	-10%	?	?	-28%	8.9%	?
> O=S(=O)(NC1=NCCC1)c1cccc(NS(=O)(=O)c2ccc(OC(F)(F)F)cc2)c1
 : 9%	-4%	-3%	-2%	-13%	19%	-2%	1.4%	-6%
> O=C(O)C(Sc1ccncn1)c1ccccc1 (stereo not given)
 : 33%	-8%	-9%	4%	-5%	14%	1%	0.7%	-4%
> CCc1ccc(-n2nc(C)c3c(C(=O)Nc4ccc(Cl)cc4)cc(C)nc32)cc1
 : 14%	-18%	10%	29%	2%	13%	-3%	-1.4%	-14%
> CCOc1ccc(N(CC(=O)Nc2ccc(OC)cc2)S(=O)(=O)c2c(C)[nH]c(=O)[nH]c2=O)cc1
 : 11%	-5%	-13%	-4%	1%	-7%	0%	-0.9%	21%
> O=[N+]([O-])c1ccc2c(c1)OCCOCCOCCOCCOCCOCCO2
 : 6%[57.1 µM]	7%	-2%	-10%[57.1 µM]	-11%	-1%	0%	1.4%	-5%
> CCN=C1SC(C(=O)Nc2cc(Cl)cc(Cl)c2)CC(=O)N1CC (stereo not given)
 : 11%[57.1 µM]	7%	2%	12%[57.1 µM]	-10%	-1%	-1%	-0.1%	16%
> O=C(Cn1ncc2c3ccccc3n(Cc3ccccc3F)c2c1=O)NCC1CCCO1 (stereo not given)
 : 18%	1%	-6%	11%	4%	-13%	0%	-1.5%	5%
> COc1ccc(CNC(=O)Cn2nnc(-c3ccc(NC(=O)C4CCCCC4)cc3)n2)cc1
 : 22%	5%	-21%	6%	0%	11%	-3%	0.2%	0%
> Cc1ccccc1C(=O)N1CCC(C(=O)Nc2ccc(S(=O)(=O)N3CCCCC3)cc2)CC1
 : -5%	0%	-11%	-9%	-7%	4%	-2%	0.3%	45µM*
> COc1ccc(OC)c(NC(=O)c2ccc(CN3CCc4ccccc4C3)cc2)c1
 : 21%	11%	-17%	7%	1%	-3%	-1%	0.5%	28%
> COc1cccc(/C=N/Nc2nc(-c3cccnc3)nc3ccccc23)c1
 : 7%	-3%	-12%	1%	-25%	4%	-2%	8.5%	13%
> COc1cc(NC(=S)NC(=O)c2ccccc2C)ccc1NC(=O)c1cccs1
 : ?	5%	-11%	-8%	-12%	-18%	2%	11%	?
> Cc1cccc(-n2ncc3c(NCCCN4CCCC4=O)ncnc32)c1
 : -7%	10%	-19%	18%	-3%	32%	2%	1.4%	25%
> CCCS(=O)(=O)N1CCN(C2CCC(C)CC2)CC1 (stereo not given)
 : 40%[activator][57.1 µM]	-4%	?	16%[57.1 µM]	4%	6%	1%	-1.2%	0%
> Cc1ccc(Nc2cc(C)c3ccc(O)cc3n2)cc1C
 : 13%	17%	-16%	4%	-1%	10%	-6%	-3.8%	?
> COC(=O)c1cc(=O)n(Cc2ccc3c(c2)OCO3)c(=Nc2ccccc2)s1
 : 9%[57.1 µM]	6%	-26%	3%[57.1 µM]	-3%	11%	-1%	-0.8%	-17%
> Fc1ccc(OCc2nn3cnnc3s2)cc1
 : 4%	1%	1%	-1%	3%	21%	-1%	1.3%	0%
> Cc1ccc(C(=O)Oc2cccc(NC(=O)c3cccs3)c2)cc1S(=O)(=O)N1CCOCC1
 : 16%[57.1 µM]	4%	-8%	3%	-10%	-21%	-4%	-0.2%	17%
> Nc1cc(=O)nc(SCC(=O)N2CCN(c3ccccc3)CC2)n1-c1ccccc1
 : 17%	6%	-9%	9%	7%	-3%	0%	0.8%	i
> Cc1ccc(/C=N/N2CCN(Cc3cccc4ccccc34)CC2)s1
 : 11%	5%	-6%	-1%	-9%	-10%	1%	-0.6%	19%
> CSCCC(NC(=O)COc1ccccc1)C(=O)N1CCOCC1 (stereo not given)
 : -4%	-1%	-17%	-2%	5%	17%	1%	0.3%	10%
> Cc1ccc(C(C)C)c(OCC(=O)Nc2ccc(O)c(-c3nc4cc(Cl)ccc4o3)c2)c1
 : 6%	?	-8%	-4%	-3%	15%	0%	8.3%	5%

Quoted at random: 2 records from the list.
Below each SMILES: rTrxR1 inhibitor	mIDH1 inhibitor	USP1-UAF1 inh	TrxR1 substrate	Vif-APOBEC3F blk	RGS4 inh	Vif-APOBEC3G blk	RXFP1 agonist	ALOX12 inh
> CCCS(=O)(=O)N1CCN(C2CCC(C)CC2)CC1 (stereo not given)
 : 40%[activator][57.1 µM]	-4%	?	16%[57.1 µM]	4%	6%	1%	-1.2%	0%
> COc1cc(NC(=S)NC(=O)c2ccccc2C)ccc1NC(=O)c1cccs1
 : ?	5%	-11%	-8%	-12%	-18%	2%	11%	?

High-throughput results as filed in PubChem.
